Source: PubChem
VHR inh color: VHR1 phosphatase inhibitors, primary screen, biochemical, colorimetric, HTS; recombinant VHR phosphatase, colorimetric substrate read-out; inhibition, % at 20 µM; 0.7% of 50,000 active; AID 1992, 2009; in the data active = inhibition above about 60%; note: some results filed as inactive read as strong as hits
Target sequence (P51452 whole entry, looked up): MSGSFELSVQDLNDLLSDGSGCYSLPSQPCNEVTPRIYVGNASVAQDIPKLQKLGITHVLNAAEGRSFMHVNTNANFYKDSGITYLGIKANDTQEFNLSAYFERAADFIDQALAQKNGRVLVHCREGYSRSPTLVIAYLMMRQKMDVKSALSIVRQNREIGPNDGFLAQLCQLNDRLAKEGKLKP
The depositor's hits bear a star; & = joins results of further samples.

SMILES | VHR inh color
Cc1cc(OCC(=O)Nc2ccc(NC(=O)c3ccccc3)c(Br)c2)cc(C)c1Cl | -0.5
O=c1[nH]nc(Cc2nc3ccccc3s2)c2ccccc12 | -14.7
O=C(CC1Sc2ccccc2NC1=O)Nc1ccc(OC(F)F)cc1 (centres undefined) | -0.7
CC(=O)c1ccc(NC(=O)C2CCC2)cc1 | -3.0
Cc1ccc(NCC(=O)N/N=C\c2ccc(OC(=O)c3ccccc3)cc2)cc1 | -10.0
O=C(NCC(O)c1ccccc1)C(=O)NC1CC1 (centres undefined) | -17.0
CN1CCN(c2ccc([N+](=O)[O-])c(NC3CC3)c2)CC1 | -25.5
Cc1cccc(N2C(=O)C3C4c5ccccc5C(C)(c5ccccc54)C3C2=O)c1C (centres undefined) | -13.8
O=C(NNc1nc(Nc2ccccc2)nc(N2CCOCC2)n1)Nc1ccc(Cl)cc1 | -25.0
O=C1NC(=S)S/C1=C\c1cc(Cl)c(OCc2ccccc2)c(Cl)c1 | -19.8
O=S(=O)(Nc1ccc(O)c(Cl)c1)c1cc(Cl)ccc1Cl | -13.0
CCOc1cc(/C=C2\SC(=S)NC2=O)ccc1OCc1c(C)no[n+]1[O-] | 11.3
O=[N+]([O-])c1ccc(Cl)c(/C=N/N2CCN(c3ccccc3)CC2)c1 | -20.1
COC(=O)C1=CN(Cc2ccc(OC)cc2)C=C(C(=O)OC)C1c1cccs1 | -7.7
CCOc1ccc(NC(=O)COc2ccc(Br)cc2)cc1 | -4.6
COc1cc(C(=O)N2CCC(Cc3ccccc3)CC2)c([N+](=O)[O-])cc1OC | -4.1
COC(=O)C1=C(C)NC(=O)CC1c1ccccc1Br (centres undefined) | -26.7
Cc1ccc(CN=C(N)Nc2nc(C)cc(C)n2)cc1 | -10.9
O=C(NC1CCN(Cc2ccccc2)CC1)c1ccccc1F | -7.7
O=C(CSc1ncn[nH]1)Nc1ccc([N+](=O)[O-])cc1 | -3.9&-2.1
COc1ccc(NC(=O)c2cc3ccccc3cc2OC)cc1OC | 5.1
CC(C)CC(=O)Nc1ccc(-c2nc3ccccc3s2)cc1 | -1.1
CCN(CC)c1ccc(N2C(=O)/C(=C/c3ccccc3[N+](=O)[O-])SC2=S)cc1 | -24.9
Cc1ccc(C)n1-c1cc(C(=O)O)ccc1Cl | 83.0*
CCOC(=O)c1c(-c2ccccc2)csc1NC(=O)c1ccc(N2C(=O)CCC2=O)cc1 | 1.9
O=S(=O)(CCc1nnc(-c2ccccc2)o1)c1ccc2ccccc2c1 | -6.1
O=C(COc1ccc(Cl)cc1)Nc1nc(-c2ccc(S(=O)(=O)N3CCOCC3)cc2)cs1 | -9.5
CC(C)(C)C1CCc2c(sc3c2c(=O)n(Cc2ccccc2)c2n[nH]c(=S)n32)C1 (centres undefined) | -15.8
O=C(c1ccc(Cl)cc1)N1CCN(c2ccc(Cl)cc2[N+](=O)[O-])CC1 | -1.6
COc1ccc(C(C2=C(O)CC(C)(C)CC2=O)C2C(=O)CC(C)(C)CC2=O)cc1OC (centres undefined) | 9.1
Oc1ccc(Br)cc1CN1CCN(Cc2cccc3ccccc23)CC1 | -15.5
O=C1c2ccccc2NC(c2cccc(O)c2)N1c1ccccc1 (centres undefined) | -13.3
O=C(CCc1ccccc1)Nc1ccccc1C(=O)Nc1ccccc1 | -1.9
CC(C)(C)c1nnc(NC(=O)CSc2nnnn2-c2ccccc2)s1 | 1.5
Cc1ccc(C(C)C)c(OCCNC(=O)c2ccc(Cl)cc2Cl)c1 | -17.9
COc1ccc2c(-c3ccccc3)cc(=O)[nH]c2c1 | -9.1
COC(=O)c1ccccc1NC(=O)COc1cc(C)cc(C)c1 | -11.7
CC(=O)c1ccc(NC(=O)c2cc3cc(Br)ccc3oc2=O)cc1 | -0.4
C=C(C)Cn1c(-c2ccccc2)n[nH]c1=S | 1.4
CCN(CC)C(=O)CN1C(=O)C(=O)c2ccccc21 | -0.1
CCOc1ccc(-c2cc(C(=O)Nc3nnc(C)s3)c3ccccc3n2)cc1 | -19.1
Cc1ccc(N2CCOCC2)c2c1C(=O)c1ccccc1C2=O | -31.1
COc1ccc(Cl)cc1C(=O)Nc1ccccc1[N+](=O)[O-] | 6.1
Cc1cccc(C)c1NC(=O)c1cc2ccccc2o1 | -4.8
CC1(C)Nc2ccccc2N(Cc2ccc(Cl)c(Cl)c2)C1=O | -2.9
O=C(O)CCCC(=O)N1CCN(C(c2ccccc2)c2ccccc2)CC1 | -16.3
COC(=O)C(Cc1ccc(O)cc1)N=Cc1ccccc1O (centres undefined) | -35.6
CN(C1=NS(=O)(=O)c2ccccc21)c1ccccc1 | -62.6
COCCOC(=O)c1ccc(NC(=O)c2c(-c3ccccc3Cl)noc2C)cc1 | -17.7
O=c1c2c(nc3cc(-c4ccc(Br)cc4)[nH]n13)CCCC2 | -20.3
O=C(Nc1ncc(Cc2ccc(Cl)cc2Cl)s1)c1ccccc1 | -6.1
CC(C)C(=O)NS(=O)(=O)c1ccc(NC(=O)C(F)(F)F)cc1 | -13.7
Cc1ccc(N2CCCCC2)c2c1C(=O)c1ccccc1C2=O | -30.8
CCCCCCCCC(=O)N/N=C/c1ccccn1 | -10.4
O=C(O)CCCCCNC(=O)c1ccccc1O | -20.1
COc1ccc(CCN2C(=O)CC(N3CCN(C/C=C\c4ccccc4)CC3)C2=O)cc1OC (centres undefined) | -0.1
Cc1ccc(S(=O)(=O)NCC(c2ccccc2)N2CCOCC2)cc1 (centres undefined) | -5.6
CCOC(=O)c1c(CN(CC)CC)n(C)c2cc(Br)c(OC)cc12 | -10.0
CC1(C)Cc2c(sc3nc(-c4ccccc4)oc(=O)c23)CO1 | 4.0
COc1ccc(NC(=O)/C=C/c2ccc(OC)c(OC)c2)c(OC)c1 | -32.9
More structures
SMILES | VHR inh color
Cc1ccc(OCCOCCOc2cccc(/C=c3\sc4nc5ccccc5n4c3=O)c2)cc1 | -11.2
Cc1cc(C)c(OCC(=O)Nc2ccc(Br)cc2)c(C)c1 | 5.4
CCOC(=O)c1c(N)sc2c1CCN(C(=O)OCC)C2 | -6.2
O=C(O)CC(NC(=O)c1ccco1)c1ccccc1 (centres undefined) | 11.9
O=C(Nc1ccc(Cl)cc1)c1ccccc1C(F)(F)F | -24.5
CN1C(=O)/C(=C\c2ccc(Sc3ccc(Cl)cc3)o2)SC1=S | 62.1*
COc1cc(C=C2C(=O)NC(=S)NC2=O)cc(Cl)c1OCCOc1ccccc1 | 17.8
CCC(C)NC(=O)CN(c1cccc(Br)c1)S(=O)(=O)c1ccccc1 (centres undefined) | -33.2
O=C(Nc1ncccc1Cl)c1cccc(Cl)c1 | -71.1
COc1ccccc1NC(=O)N1CCOCC1 | -9.0
CC(C)CC(=O)NC(Oc1ccc(Cl)cc1)C(Cl)(Cl)Cl (centres undefined) | -19.9
Cc1c(Cc2ccccc2)sc(NC(=O)c2ccccc2Br)c1C(N)=O | 23.0

A second format for part of the listing above:
SMILES: CCC(C)NC(=O)CN(c1cccc(Br)c1)S(=O)(=O)c1ccccc1 (centres undefined)
  VHR inh color = -33.2

SMILES: O=C(Nc1ncccc1Cl)c1cccc(Cl)c1
  VHR inh color = -71.1

(cont.)
SMILES | VHR inh color
CCN(CC)c1ccc(/C=C2\C(=O)NC(=O)N(c3cc(C)cc(C)c3)C2=O)o1 | -23.5
CCCCC1(C2CCCCC2)Cc2ccccc2-c2nc(SCC(N)=O)[nH]c(=O)c21 (centres undefined) | -10.4
CCOC(=O)c1c(C)nc(-c2ccccc2)nc1NC(C)=O | 8.0
c1ccc2c(CCNC3CC4CCC3C4)c[nH]c2c1 (centres undefined) | -8.5
CC(C)(C)c1ccc(OCC(=O)NCc2ccccn2)cc1 | -7.6
COc1ccc(CNC(=O)COc2ccc(Cl)cc2Br)cc1 | -4.9
COc1ccc(Cl)cc1C(=O)Nc1ccccc1F | -13.6
C=CCNC(=O)COc1ccc(C)cc1Br | -0.2
COc1ccc(N2C(=O)C3C(C2=O)N2CCCN2C3c2ccc(Cl)cc2)cc1 (centres undefined) | -4.2
COc1ccc(C(=O)/C=C/C=C(Cl)Cl)cc1 | -2.9
O=c1nc(/C=C/c2ccc(Cl)cc2)cc(C(F)(F)F)[nH]1 | -9.8
CN(C)CCCNC(=O)COc1ccc(Cl)cc1 | -19.1
Cc1c(NC(=O)COc2ccccc2[N+](=O)[O-])cccc1-c1nc2ncccc2o1 | 20.4
COc1ccc(NC(=O)c2cccc(NC(=O)C(C)(C)C)c2)cc1 | -9.8
O=C(c1cccc(F)c1)N1CCN(Cc2cccc(F)c2)CC1 | 4.2
CCOC(=O)c1c(NC(=S)NC(=O)c2ccc(OC)cc2)sc2c1CCC(C)C2 (centres undefined) | -0.3
O=C(O)CC(Cc1ccc(Br)cc1)C(=O)NCc1ccccc1 (centres undefined) | -19.8
O=C(NCCc1ccccc1Cl)C1CC(=O)N(c2ccccc2)C1 (centres undefined) | 8.5
COc1ccc(NC(=O)c2ccc(Cl)c(Cl)c2)cc1OC | 0.1
CCC1=NN2C(=N)/C(=C/c3ccc(-c4cc(Cl)ccc4Cl)o3)C(=O)N=C2S1 | -0.2
O=C(Nc1ccc(OCc2ccccc2)cc1)c1ccc(Cl)c([N+](=O)[O-])c1 | 2.8
COc1cccc(NC2=C(Cl)C(=O)N(c3ccc(C)cc3C)C2=O)c1 | 14.7
O=C1S/C(=C\c2ccc(O)cc2)C(=O)N1Cc1ccccc1 | -7.6
Cc1cccc(OCCOc2ccccc2/C=N/n2cnnc2)c1 | -9.9

An excerpt of these results, comma-delimited:
Structure,VHR inh color
c1ccc2c(CCNC3CC4CCC3C4)c[nH]c2c1 (centres undefined),-8.5
CC(C)(C)c1ccc(OCC(=O)NCc2ccccn2)cc1,-7.6
COc1ccc(CNC(=O)COc2ccc(Cl)cc2Br)cc1,-4.9
COc1ccc(Cl)cc1C(=O)Nc1ccccc1F,-13.6
C=CCNC(=O)COc1ccc(C)cc1Br,-0.2
COc1ccc(N2C(=O)C3C(C2=O)N2CCCN2C3c2ccc(Cl)cc2)cc1 (centres undefined),-4.2
COc1ccc(C(=O)/C=C/C=C(Cl)Cl)cc1,-2.9
O=c1nc(/C=C/c2ccc(Cl)cc2)cc(C(F)(F)F)[nH]1,-9.8
CN(C)CCCNC(=O)COc1ccc(Cl)cc1,-19.1
Cc1c(NC(=O)COc2ccccc2[N+](=O)[O-])cccc1-c1nc2ncccc2o1,20.4
COc1ccc(NC(=O)c2cccc(NC(=O)C(C)(C)C)c2)cc1,-9.8
O=C(c1cccc(F)c1)N1CCN(Cc2cccc(F)c2)CC1,4.2
CCOC(=O)c1c(NC(=S)NC(=O)c2ccc(OC)cc2)sc2c1CCC(C)C2 (centres undefined),-0.3
O=C(O)CC(Cc1ccc(Br)cc1)C(=O)NCc1ccccc1 (centres undefined),-19.8
O=C(NCCc1ccccc1Cl)C1CC(=O)N(c2ccccc2)C1 (centres undefined),8.5
COc1ccc(NC(=O)c2ccc(Cl)c(Cl)c2)cc1OC,0.1
CCC1=NN2C(=N)/C(=C/c3ccc(-c4cc(Cl)ccc4Cl)o3)C(=O)N=C2S1,-0.2
O=C(Nc1ccc(OCc2ccccc2)cc1)c1ccc(Cl)c([N+](=O)[O-])c1,2.8
COc1cccc(NC2=C(Cl)C(=O)N(c3ccc(C)cc3C)C2=O)c1,14.7
O=C1S/C(=C\c2ccc(O)cc2)C(=O)N1Cc1ccccc1,-7.6
Cc1cccc(OCCOc2ccccc2/C=N/n2cnnc2)c1,-9.9

Continuation:
SMILES | VHR inh color
COc1ccc(Cl)cc1N(CC(=O)NCCSc1nc2ccccc2s1)S(=O)(=O)c1ccccc1 | 6.1
CCOC(=O)C1=C(C)NC(=S)NC1c1ccc(OCc2ccccc2)cc1 (centres undefined) | -1.0
CCN1C(=O)/C(=C\c2ccccc2O)C(C(=O)OC)=C1C | -6.9
COc1ccc(OC)c(CNCCc2ccc([N+](=O)[O-])cc2)c1 | -36.7
COc1ccc(OC)c(NC(=O)/C=C/c2ccc(Cl)cc2Cl)c1 | -3.1
Cc1cc(NC(=O)Nc2cccc(F)c2)no1 | 3.0
Cc1ccc(NC(=O)CN(c2ccc(Br)cc2)S(C)(=O)=O)cc1 | 26.6
Cc1ccc(/C=N/c2nc3ccc(Br)cc3n2C)c(O)c1 | -17.0
CC1CCCC(C)N1C(=O)c1ccc(I)cc1 (centres undefined) | -13.6
COCCCNS(=O)(=O)c1cc(Cl)ccc1Cl | -3.7
CCOC(=O)C1=C(C)NC(=O)NC1c1ccccc1Cl (centres undefined) | 3.1
O=C(O)c1cc2n(n1)C(C(F)(F)F)CC(c1cccs1)N2 (centres undefined) | 1.5
O=[N+]([O-])c1cc(-c2ccn[nH]2)c(Cl)cc1Cl | -27.6
CCOC(=O)N1CCN(c2cc(C)c([N+](=O)[O-])cc2F)CC1 | 7.3
COC(=O)C1C(c2ccccc2)=NN(c2ccccc2)C1C(=O)OC (centres undefined) | 4.0
OC(CC#CCN1CCC(c2ccccc2)C1)(c1ccccc1)c1ccccc1 (centres undefined) | -6.2
COc1ccc(S(=O)(=O)N2CCN(Cc3ccc(OC)c(OC)c3)CC2)cc1 | 0.8
N/C(=N\OC(=O)c1cccc(F)c1)c1ccccc1 | -12.6
FC(F)(F)COc1nc(N2CCOCC2)nc(N2CCN(c3ccccc3)CC2)n1 | -8.0
COCCCNC(=O)CN(c1ccc(C)cc1)S(=O)(=O)c1ccc(SC)cc1 | -3.7
CN1C(=O)NC(=O)/C(=C/c2ccc(Br)o2)C1=O | 19.7
COc1ccccc1C/C(N)=N/OC(=O)c1ccc(Br)cc1 | -5.9
COc1ccc(C2Nc3ccccc3NC3=C2C(=O)CC(c2ccccc2)C3)cc1 (centres undefined) | 22.3
CC(CNC(=O)C(c1ccccc1)c1ccccc1)c1ccccc1 (centres undefined) | -6.7
COc1ccc(C(=O)O/N=C(\N)c2ccc(OC)c(OC)c2)cc1OC | -7.9
O=C(CCc1n[nH]c(=O)[nH]c1=O)N/N=C/c1ccc(C(F)(F)F)cc1 | -12.2
CCOc1cc(C2/C(=C(\O)c3ccc(C)cc3)C(=O)C(=O)N2c2nncs2)ccc1O (centres undefined) | -34.5
COc1ccc(Cl)cc1NC(=O)C1=C(C)NC(=S)NC1c1ccc([N+](=O)[O-])cc1 (centres undefined) | -10.4
COc1cccc(NC(=O)c2sc3cc(C)ccc3c2Cl)c1 | -5.2
CCN(CC)C(=O)Sc1nc2ccccc2s1 | 4.7
COc1ccc(C2=N/C(=C/c3ccc([N+](=O)[O-])cc3)C(=O)N2c2ccc(F)cc2)cc1 | -11.8
OC[C@H]1O[C@@H](Nc2cccc3ccccc23)[C@H](O)[C@@H](O)[C@H]1O | 4.7

This is a subset; the hit share may differ from the screen's.
